Bioassay records as filed in PubChem.
RGS12 GoLoco inh: qHTS Assay for Inhibitors of RGS12 GoLoco Motif Activity (Red Fluorophore) | AID 880, 2007 | 230,000 tested, 0.44% active | Guanine nucleotide-binding protein G(i) subunit alpha-1 (Homo sapiens), P63096 | Gai1:RGS12 GoLoco peptide FP, rhodamine, 10 min | Potency, µM (titrated, usually from 61.6 µM), inactives show top-dose activity, negative = inhibition, hits mostly inhibitors; active = well fitted inhibition curve with a large enough effect, not every such curve was filed as active; inactive = no such curve, though single readings can be large or run the other way; also: % is scaled to controls: 0 for no effect and ±100 for the full control effect; nearly all actives have a fitted effect of over 30% in size; many of its hits are not listed in these tables
Target sequence (P63096 whole entry, looked up): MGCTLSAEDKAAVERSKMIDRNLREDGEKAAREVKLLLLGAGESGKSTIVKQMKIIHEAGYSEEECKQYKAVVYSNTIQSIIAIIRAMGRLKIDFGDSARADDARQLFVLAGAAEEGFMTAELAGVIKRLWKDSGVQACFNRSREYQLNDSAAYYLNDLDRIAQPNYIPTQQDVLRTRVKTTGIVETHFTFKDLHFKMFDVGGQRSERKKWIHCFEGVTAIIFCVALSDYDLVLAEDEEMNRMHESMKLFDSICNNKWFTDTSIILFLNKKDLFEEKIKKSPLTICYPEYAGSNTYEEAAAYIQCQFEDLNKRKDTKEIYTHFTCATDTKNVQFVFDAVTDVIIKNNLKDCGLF
IMPase Li cell: qHTS Assay for Identifying the Cell-Membrane Permeable IMPase Inhibitors: Potentiation with Lithium | 210,000 tested, 0.35% active | CHO-M1 cells, IP1 TR-FRET (IP-One), carbachol + lithium | AID 1457, 2008 | Potency, µM (series often up to 59.4 µM), for the others: at the highest dose activity, negative = IMPase inhibition, most hits filed as inhibitors;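 also: IP1 builds up when IMPase is blocked and the TR-FRET signal falls; plate controls were basal vehicle for no effect and high inhibitor control for full effect; nearly all actives have a fitted effect of over 50% in size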
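CHO-M1, 2000 cells/well, 16–30 h culture; cpd + low Li+, 30 min 37C; lysis with d2-IP1/Eu-anti-IP1 Ab, 10 min RT; TR-FRET 665/620 ratio and 620 channel; AC50 via Hill.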
SMN2 splice enh: qHTS Assay for Enhancers of SMN2 Splice Variant Expression; HEK293 SMN2-luciferase splicing reporter, luminescence, 30-36 h; 210,000 tested, 2.8% active; Potency, µM (highest dose often 46.1 µM), without a hit: top-dose activity change, positive = activation, actives largely listed as activators; AID 1458, 2008; also: % of control where 0% means no effect; nearly all actives have a fitted effect of over 55% in size
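HEK293 cells carry an SMN2 minigene-luciferase reporter in which exon 7 inclusion puts luciferase in frame. Cells were seeded at 2000 cells/well, attached for 10-12 hours, then exposed to compounds for 30-36 hours at 37C before ONE-Glo luminescence.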
Epigenetic derep: Quantitative High-Throughput Screen for Regulators of Epigenetic Control; Potency, µM (doses to about 53.9 µM), inactives show at the top dose GFP activation, actives largely listed as activators; 280,000 tested, 0.2% active; murine LDR cells, GFP reporter derepression, 30 h; also: % of control where 0% means no effect; nearly all actives have a fitted effect of over 60% in size
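Reporter derepression read as number of fluorescent GFP-positive objects, 20-120 um in size, counted by laser-scanning cytometer. Mouse LDR line with an epigenetically silenced CMV-GFP locus; compound incubation 30 h, 37 C.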
JMJD2E inh: qHTS Assay for Inhibitors of Human Jumonji Domain Containing 2E (JMJD2E). JMJD2E catalytic domain, FDH-coupled NADH fluorescence (FDH is formaldehyde dehydrogenase). Lysine-specific demethylase 4E (Homo sapiens), B2RXH2. Potency, µM (titrated, usually from 57.1 µM), inactives show top-dose activity change, negative = inhibition, hits mostly inhibitors. 230,000 tested, 1.6% active; active = well fitted inhibition curve with a large enough effect, not every such curve was filed as active; inconclusive = small, poorly fitted or top-dose-only effect, or another doubt; inactive = no such curve, though single readings can be large or run the other way;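 also: 0% = wells with enzyme and -100% = buffer wells without enzyme; nearly all actives have a fitted effect of over 50% in size; many of its hits are not listed in these tables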
Target sequence (B2RXH2 1-337 limits assumed): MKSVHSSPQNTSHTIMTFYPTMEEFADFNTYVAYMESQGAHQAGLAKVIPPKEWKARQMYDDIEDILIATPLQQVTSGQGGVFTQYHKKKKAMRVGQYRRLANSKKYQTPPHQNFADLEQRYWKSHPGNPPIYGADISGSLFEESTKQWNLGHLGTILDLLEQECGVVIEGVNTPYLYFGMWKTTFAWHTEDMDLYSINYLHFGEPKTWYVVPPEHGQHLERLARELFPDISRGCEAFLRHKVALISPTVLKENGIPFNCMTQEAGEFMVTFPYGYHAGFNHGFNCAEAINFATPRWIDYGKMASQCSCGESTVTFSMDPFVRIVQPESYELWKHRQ
NPSR antagonist: qHTS Assay for Antagonists of the Neuropeptide S Receptor: cAMP Signal Transduction. Q6W5P4. CHO-NPSR cells, cAMP TR-FRET, antagonist mode. Potency, µM (series often up to 38.3 µM), for the others: at the top dose activity change, negative = inhibition, usual class: inhibitors. 220,000 tested, 1% active. AID 1461, 2008; also: % is scaled to controls: 0 for no effect and ±100 for the full control effect; nearly all actives have a fitted effect of over 50% in size; many of its hits are not listed in these tables
Target sequence (Q6W5P4 whole entry, looked up): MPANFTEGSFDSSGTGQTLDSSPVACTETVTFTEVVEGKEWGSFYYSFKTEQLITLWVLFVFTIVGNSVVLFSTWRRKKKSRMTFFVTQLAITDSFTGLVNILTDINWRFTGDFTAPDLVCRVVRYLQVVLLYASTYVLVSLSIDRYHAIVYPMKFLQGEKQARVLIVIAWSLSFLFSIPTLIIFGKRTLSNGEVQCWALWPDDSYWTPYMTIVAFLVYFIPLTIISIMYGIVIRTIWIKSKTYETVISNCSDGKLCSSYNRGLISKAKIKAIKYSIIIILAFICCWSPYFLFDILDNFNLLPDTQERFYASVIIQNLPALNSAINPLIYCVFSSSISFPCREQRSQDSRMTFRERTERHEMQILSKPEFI
RECQ1 helicase: qHTS Assay for Inhibitors of RecQ-Like Dna Helicase 1 (RECQ1) | RECQ1 DNA unwinding, red fluorescence kinetic read | 240,000 tested, 0.54% active | Potency, µM (titrated, usually from 57.3 µM), for the others: at the highest dose activity, negative = inhibition, most hits filed as inhibitors | AID 2549, 2010 | ATP-dependent DNA helicase Q1 (Homo sapiens), P46063;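 also: plate controls were vehicle for no effect and no enzyme for full effect; nearly all actives have a fitted effect of over 30% in size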
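RECQ1T1 50 nM; forked duplex (20 bp + 30-nt ss tails) 200 nM, ATP 2 mM final; pH 8.0, 2 mM MgCl2, 2.5 ug/ml poly(dI-dC); 15 min compound preincubation; discontinuous kinetic read over 2 h at RT.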
Luc counter: Counterscreen for Luciferase (Kinase-Glo TM) Inhibition. Kinase-Glo luciferase, ATP luminescence, 8 min. AID 1379, 2008. 200,000 tested, 0.28% active. Potency, µM (series often up to 38.3 µM), without a hit: top-dose activity change, negative = inhibition, usual class: inhibitors; also: % is scaled to controls: 0 for no effect and ±100 for the full control effect; nearly all actives have a fitted effect of over 60% in size
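Compounds were added to a substrate mix at pH 7.2 (50 mM imidazole, 10 uM ATP, within the enzyme's linear range), followed by Kinase-Glo detection reagent; luminescence was measured after 8 minutes at ambient temperature.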
An asterisk follows results filed as active; i = inactive; ? = inconclusive; . = not tested or not shown; [ ] = dose if it differs, or a comment. Unless noted, calls follow the shape of the dose curve; as a rule, active = well fitted curve in the direction sought with a large enough effect; inconclusive = small, poorly fitted or top-dose-only effect, or another doubt; inactive = no such curve, though single readings can be large; an effect the other way counts as inactive or inconclusive. Potency is read from the fitted curve at half-maximal effect. These rows are one share of the data; the hit share may differ from the screen's.

Values run as follows: NPSR antagonist	SMN2 splice enh	Luc counter	IMPase Li cell	RECQ1 helicase	JMJD2E inh	RGS12 GoLoco inh	Epigenetic derep
> CON(C)c1nc(OCC#N)nc(N(C)C)n1
→ 26%	8%	-1%	-2%	5%	-1%	4%	-1.0%
> Cc1ccc(C(=O)NN2C(=O)C3C4c5ccccc5C(c5ccccc54)C3C2=O)cc1 (stereo not given)
→ -4%	-2%	0%	1%	-8%	-3%	-1%	-1.0%
> Cc1ccc(NC(=O)N2CCCC2C(=O)NCC2CCCO2)cc1 (stereo not given)
→ 0%	.	-2%	12%	-6%	-6%	12%	3.0%
> CCCCn1c(SCC(=O)NCc2ccco2)nc2c1c(=O)n(C)c(=O)n2C
→ -8%[46.1 µM]	-4%	0%	5%	-8%	1%	-3%	-1.2%
> Cc1ccnc2nc(C(=O)OCC(=O)N3CCc4ccccc43)nn12
→ 8%	1%	-2%	-17%	-5%	-8%	11%	5.7%
> Cc1cccn2c(=O)c3cc(C(=O)N4COCC4(C)C)sc3nc12
→ 10%	?	-3%	?	-7%	?	-2%	-4.2%
> O=S(=O)(c1ccc2c(c1)C(=NO)c1cc(S(=O)(=O)N3CCCCC3)ccc1-2)N1CCCCC1
→ 2µM*	-86%[inhibitor]	1%	-3%[38.3 µM]	-5%	?	-12%	7.3%
> O=C(c1cnccn1)N1CCC2(CCCN(c3ncccn3)C2)CC1
→ .	20%	0%	-2%	-3%	.	2%	.
> CNC(=O)c1c(C)nc(SCC(=O)NCc2ccc(OC)cc2)c(C#N)c1-c1ccco1
→ -13%[46.1 µM]	-12%	0%	-24%[38.3 µM]	-10%	-8%	15%	5.2%
> COc1ccc(NC(=S)NCCCN2CCN(C3CCCCC3)CC2)cc1
→ 22%	-5%	0%	-1%	-11%	2%	12%	0.0%
> Cc1ccc(C(=O)O/N=C/c2ccc3c(c2)OCO3)cc1
→ 16%	2%	-4%	7%	i	?	8%	1.0%
> Cc1cc(-c2n[nH]c(=S)n2-c2ccccc2C)cs1
→ -19%	-18%	11%	-3%	4%	7%	10%	?
> COc1ccc([N+](=O)[O-])cc1/C=N/NC(=O)/C(=C\c1cccs1)NC(=O)c1ccccc1
→ -12%[46.1 µM]	8%	-2%	3%[38.3 µM]	-8%	?	1%	0.8%
> COc1ccccc1CNC(=O)C(=O)NCC1OCCN1S(=O)(=O)c1cccs1 (stereo not given)
→ 3%	.	.	.	-5%	-5%	6%	-0.3%
> O=C(NC(=S)NC1CCSC1=O)c1ccccc1Cl (stereo not given)
→ -9%[46.1 µM]	-3%	0%	0%[38.3 µM]	i	5%	-12%	-1.1%

Next part (4 carried over from the part before).
Values run as follows: NPSR antagonist	SMN2 splice enh	Luc counter	IMPase Li cell	RECQ1 helicase	JMJD2E inh	RGS12 GoLoco inh	Epigenetic derep
> Cc1cc(-c2n[nH]c(=S)n2-c2ccccc2C)cs1
→ -19%	-18%	11%	-3%	4%	7%	10%	?
> COc1ccc([N+](=O)[O-])cc1/C=N/NC(=O)/C(=C\c1cccs1)NC(=O)c1ccccc1
→ -12%[46.1 µM]	8%	-2%	3%[38.3 µM]	-8%	?	1%	0.8%
> COc1ccccc1CNC(=O)C(=O)NCC1OCCN1S(=O)(=O)c1cccs1 (stereo not given)
→ 3%	.	.	.	-5%	-5%	6%	-0.3%
> O=C(NC(=S)NC1CCSC1=O)c1ccccc1Cl (stereo not given)
→ -9%[46.1 µM]	-3%	0%	0%[38.3 µM]	i	5%	-12%	-1.1%
> CCOc1ccc(NS(=O)(=O)c2cc(NC(=O)CCC(=O)c3cccs3)ccc2Cl)cc1
→ -42%	-2%	-1%	6%	i	10%	9%	1.2%
> CCN(CC)C(=O)CSc1nnc(-c2ccccc2)n1-c1ccccc1
→ -4%[46.1 µM]	-29%	1%	-15%[38.3 µM]	9%	-4%	7%	0.0%
> CC(C)CC(=O)NC(=S)Nc1ccc(S(=O)(=O)N2CCN(C)CC2)cc1
→ 5%	?	-5%	1%	-4%	-28%	-4%	-1.3%
> N#CCC(=O)NNC(=S)Nc1ccccc1C(F)(F)F
→ 1%	-68%[inhibitor]	4%	4%	i	5%	4%	-0.3%
> CC1CCN(S(=O)(=O)c2ccc3c(c2)CCN3C(=O)CCC(=O)O)CC1
→ -10%[46.1 µM]	?	2%	-10%[38.3 µM]	-1%	0%	0%	-1.1%
> O=S(=O)(Nc1ncnc2sc3c(c12)CCC3)c1cc(F)ccc1F
→ 30%	.	.	.	-7%	-26%	4%	1.1%
> Cc1cc([N+](=O)[O-])nn1CCCC(=O)Nc1sc2c(c1C(N)=O)CCCC2
→ 5%	11%	-2%	-4%	-11%	2%	1%	-1.1%
> CN(c1ccc(C(=O)N2CCCCC2)cc1)S(C)(=O)=O
→ -3%[46.1 µM]	15%	0%	9%[38.3 µM]	i	4%	-1%	-2.1%
> CCOc1ccc2nc(/N=C/c3nc(-c4ccccc4)oc3O)sc2c1
→ 10%	?	6%	-1%	1%	-7%	3%	0.0%
> C=CCn1c(SCCOc2ccccc2)nnc1C(C)NC(=O)c1ccccc1 (stereo not given)
→ -8%[46.1 µM]	-1%	-5%	-14%[38.3 µM]	-7%	6%	2%	-0.1%
> O=C(NCc1ccc(F)cc1)c1ccc(CS(=O)(=O)c2ccc(Br)cc2)o1
→ -21%	.	.	.	4%	6%	2%	0.0%
> O=C(N/C=N/OCc1ccc(Cl)cc1Cl)NOCc1ncc(C(F)(F)F)cc1Cl
→ ?	10%	-6%	4%[38.3 µM]	-5%	-4%	-10%	7.6%
> CCOC(=O)/C=c1\s/c(=C\c2ccccc2C)c(=O)n1CC(=O)NCc1ccc2c(c1)OCO2
→ 2%	-6%	0%	5%	-3%	?	27%	?
> O=C(N/N=C/c1ccc(F)cc1)c1ccc(Br)cc1
→ -8%[46.1 µM]	7%	2%	4%[38.3 µM]	i	-3%	12%	1.1%
> Cc1nn(C)c(C)c1S(=O)(=O)N(CC(=O)N1CCc2ccccc2C1)c1ccc(C(C)C)cc1
→ ?	-8%	-4%	4%[38.3 µM]	-10%	-3%	4%	-5.1%
> COc1ccc(OC)c(S(=O)(=O)Nc2cccc(C(C)=O)c2)c1
→ -4%[46.1 µM]	.	3%	4%[38.3 µM]	i	-4%	-7%	-2.1%
> O=C(Nc1nnc(C2=COCCO2)o1)c1ccc(Cc2ccccc2)cc1
→ 17%	-3%	-1%	0%	i	?	22%	0.0%
> CCn1c(CC(=O)Nc2ccccc2)nnc1SCc1nc2ccccc2c(=O)[nH]1
→ 4%	.	.	.	-6%	3%	-2%	-1.3%
> OC(COc1ccc(OCC(O)CN2CCCCCC2)cc1)CN1CCCCCC1 (stereo not given)
→ 8%[46.1 µM]	21%	1%	-9%[38.3 µM]	-9%	1%	1%	-1.7%
> O=C(Nc1ncc(S(=O)(=O)c2ccc([N+](=O)[O-])cc2)s1)c1ccc2ccccc2c1
→ -14%	-61%[inhibitor]	-1%	7%	9%	17%	-2%	-0.3%
> O=C(NC1=NCCS1)c1cccc(S(=O)(=O)N2CCCCC2)c1
→ 6%[46.1 µM]	-25%	-3%	13%[38.3 µM]	4%	5%	5%	-1.0%
> C=CCNC(=O)c1ccccc1NS(=O)(=O)c1ccccc1
→ -5%[46.1 µM]	.	1%	0%[38.3 µM]	i	-11%	-1%	-2.1%
> Cc1cccc(N(CC(=O)Nc2ccc(F)cc2)S(C)(=O)=O)c1
→ -4%[46.1 µM]	6%	0%	11%[38.3 µM]	-13%	-1%	5%	-5.6%
> COCCNCC(=O)NCC12CC3CC(CC(C3)C1)C2
→ ?	-18%	2%	-3%[38.3 µM]	i	6%	3%	-1.5%
> O=C(CN1C(=O)NC(Cc2c[nH]c3ccccc23)C1=O)Nc1cccc(S(=O)(=O)N2CCCCCC2)c1 (stereo not given)
→ -17%	-37%[inhibitor]	2%	0%	11%	12%	7%	4.4%
> CCOc1ccc(-n2c(-c3ccco3)n[nH]c2=S)cc1
→ -10%[46.1 µM]	3%	0%	?	0%	?	-12%	1.1%
> CCOC(=O)c1c(-c2ccc(F)cc2)cn2ccccc12
→ 28%[46.1 µM]	-1%	2%	-16%[38.3 µM]	-5%	?	-2%	-1.7%
> FCCCOc1ccc(/C=N/OCc2ccc(Cl)cc2)cc1
→ -10%[46.1 µM]	-28%	1%	22%[38.3 µM]	-14%	6%	-4%	-1.1%
> O=C(NCc1ccc2c(c1)OCO2)C1CCCN(S(=O)(=O)c2cccc3cccnc23)C1 (stereo not given)
→ -7%[46.1 µM]	-22%	-4%	24%[38.3 µM]	-5%	3%	-8%	0.0%
> O=C(Cn1cnc2ccccc21)c1ccc(Br)cc1
→ 16%	.	-3%	1%	-6%	-5%	33%[activator]	-2.6%
> CCOc1cc(C(=S)N2CCCCC2)ccc1OS(=O)(=O)c1ccc(Cl)cc1
→ -26%[46.1 µM]	-39%[inhibitor]	0%	2%[38.3 µM]	-12%	12%	-1%	-1.1%

Some entries already given, limited to IMPase Li cell and NPSR antagonist.
smiles	IMPase Li cell	NPSR antagonist
O=C(CN1C(=O)NC(Cc2c[nH]c3ccccc23)C1=O)Nc1cccc(S(=O)(=O)N2CCCCCC2)c1 (stereo not given)	0%	-17%
CCOc1ccc(-n2c(-c3ccco3)n[nH]c2=S)cc1	?	-10%[46.1 µM]
CCOC(=O)c1c(-c2ccc(F)cc2)cn2ccccc12	-16%[38.3 µM]	28%[46.1 µM]
